HTR5A inv ag = HTR5A inverse agonists in luminescence cell assay, primary screen, counter-screen for OPRM1-OPRD1 heterodimer inverse agonist project, full-deck HTS; HTR5A cell line, inverse agonism; inhibition, % at 9.3 µM; 0.083% of 340,000 active; 5-hydroxytryptamine receptor 5A (Homo sapiens), P47898; in the data active = inhibition mostly above about 23%, no sharp cut-off; inactive = mostly below about 18%;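 also: 0% = cells with DMSO and 100% = no-cell wells with DMSO; some compounds called inactive have numbers as strong as hits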
CDK5 inh = inhibitors of human CDK5/p35 kinase, primary screen, biochemical, single concentration; Recombinant CDK5/p35, ADP-Glo luminescence, 60 min; Cyclin-dependent kinase 5 (Homo sapiens) + Cyclin-dependent kinase 5 activator 1 (Homo …; 0.01% of 330,000 active; inhibition, % at 10 µM;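 active = highest replicate inhibition of at least 50% and at least 75% of replicates reaching 50%; inconclusive = only one of the two criteria met; inactive = both criteria failed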;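 also: plate controls were DMSO neutral control for no effect and GW8510 at 10 µM for full effect; many of its hits are not listed in these tables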
Target sequence (Q00535 whole entry, looked up): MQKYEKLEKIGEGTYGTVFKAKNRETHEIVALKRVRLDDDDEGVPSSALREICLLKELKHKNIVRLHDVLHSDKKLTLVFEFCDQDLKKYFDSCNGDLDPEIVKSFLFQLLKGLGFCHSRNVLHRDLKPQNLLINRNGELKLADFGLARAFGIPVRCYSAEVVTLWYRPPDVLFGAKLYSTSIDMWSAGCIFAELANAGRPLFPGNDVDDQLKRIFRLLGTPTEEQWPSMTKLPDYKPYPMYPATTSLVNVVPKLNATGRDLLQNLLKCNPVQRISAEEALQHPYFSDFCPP
Target sequence (Q15078 whole entry, looked up): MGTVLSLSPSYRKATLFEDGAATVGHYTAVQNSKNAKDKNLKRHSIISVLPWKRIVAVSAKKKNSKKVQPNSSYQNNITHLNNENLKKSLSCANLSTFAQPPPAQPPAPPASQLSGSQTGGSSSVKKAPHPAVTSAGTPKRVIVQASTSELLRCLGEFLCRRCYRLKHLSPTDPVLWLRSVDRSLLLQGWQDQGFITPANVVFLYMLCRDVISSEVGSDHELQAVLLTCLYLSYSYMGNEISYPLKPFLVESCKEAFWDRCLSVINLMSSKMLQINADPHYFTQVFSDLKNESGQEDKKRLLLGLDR
NSD2 inh = NSD2 histone methyltransferase inhibitors, primary screen, biochemical, AlphaScreen, single concentration, set 2 | Histone-lysine N-methyltransferase NSD2 (Homo sapiens), O96028 | NSD2 peptide methylation, 120 min | inhibition, % at 12.5 µM | 0.54% of 310,000 active | AID 743445, 2014; in the data active = inhibition above about 50%
Wnt bcat act = Wnt/beta-catenin pathway activators, primary screen, cell-based, plate reader, single point; Wnt/beta-catenin reporter cell assay, activator; activation, % at 9.35 µM; 1.2% of 300,000 active; in the data active = activation above about 30%, passing the limit was not always enough; inconclusive = no clear call, values can overlap the other calls;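 also: 0% = neutral control wells and 100% = positive control wells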
PvdQ acylase = P. aeruginosa PvdQ acylase inhibitors, primary screen, biochemical, fluorescence, plate reader and imaging, single point; PvdQ acylase [Pseudomonas aeruginosa LESB58]; purified PvdQ acylase; inhibition, % at 10 µM; 0.063% of 340,000 active; AID 488965, 2010; in the data active = inhibition above about 30%, passing the limit was not always enough; inconclusive = no clear call, values can overlap the other calls;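 also: 0% = vehicle neutral wells and 100% = reference inhibitor wells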
V-ATPase pH = regulators of yeast V-ATPase proton pumping, primary screen, pHLuorin cytosolic pH fluorescence. S. cerevisiae. response, % at 10 µM. 0.37% of 350,000 active; in the data active = response mostly above about 7.3%, no sharp cut-off; inactive = mostly below about 5.4%; also: actives read high; inactives centre near 0; some compounds called inactive have numbers as strong as hits; reference of the scale not given here
MITF act = activators of MITF-driven TRPM1 promoter reporter, primary screen, cell-based, SK-MEL-5, luciferase, single point | SK-MEL-5 TRPM1-promoter luciferase, 24 h; % of positive control, neutral wells = 0 | activation, % at 12.5 µM | 0.75% of 300,000 active;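 active = mean activation of at least 80% with every replicate also reaching 80%; inconclusive = mean reaches 80% but some replicate falls short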;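 also: 0% = neutral control wells and 100% = parthenolide positive control wells; values of inactives mirror those of a sister screen read the other way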
HTR5A ag ctr = HTR5A agonists in luminescence cell assay, primary screen, counter-screen for OPRM1-OPRD1 heterodimer agonist project, full-deck HTS. 0.61% of 340,000 active. cell-based. activation, % at 9.3 µM; in the data active = activation mostly above about 9.5%, no sharp cut-off; inactive = mostly below about 7.6%;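 also: 0% = cells with vehicle only and 100% = reference agonist; strong numbers were not always called active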
SR-BI HDL uptake = inhibitors of SR-BI mediated HDL lipid uptake, primary screen, ldlA[mSR-BI] cells, fluorescence, single point; Scavenger receptor class B member 1 (Mus musculus), Q61009; ldlA[mSR-BI] CHO cells, DiI-HDL uptake fluorescence, 3 h; inhibition, % at 12.5 µM; 0.96% of 320,000 active;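 active = mean replicate inhibition of at least 70% and a set share of replicates each scoring 70 or more; inconclusive = meets just one of the two criteria; inactive = fails both criteria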;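 also: 0% = median of neutral control wells and 100% = median of positive control wells; values of inactives mirror those of a sister screen read the other way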
dFosB activator = activators of delta FosB homodimer, primary screen, biochemical, fluorescence polarization, TAMRA-CDK5 oligo, single point; AID 493131, 2011; Protein FosB (Mus musculus), P13346; activation, % at 25 µM; purified delta FosB; percent of positive-control signal above neutral wells; 0.99% of 340,000 active;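 active = mean activation above about 17%, with every replicate also reaching it, limit read from the data, passing the limit was not always enough; inconclusive = only one of the two conditions met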;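 also: fluorescence polarization rise as delta FosB binds a TAMRA Cdk5 AP-1 oligo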
Target sequence (P13346 whole entry, looked up): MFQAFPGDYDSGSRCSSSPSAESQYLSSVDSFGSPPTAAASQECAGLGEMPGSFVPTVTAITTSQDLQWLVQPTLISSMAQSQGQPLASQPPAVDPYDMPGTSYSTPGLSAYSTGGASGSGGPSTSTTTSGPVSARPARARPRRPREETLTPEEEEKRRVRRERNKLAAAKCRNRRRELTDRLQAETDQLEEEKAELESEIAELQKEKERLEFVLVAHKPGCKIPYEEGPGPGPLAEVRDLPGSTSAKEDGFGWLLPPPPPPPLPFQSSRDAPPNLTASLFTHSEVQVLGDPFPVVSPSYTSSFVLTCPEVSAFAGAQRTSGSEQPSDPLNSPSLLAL
An asterisk follows results filed as active; ? = inconclusive; / = no result given. The order is random; overall some 5% were active at least once.

compound	HTR5A inv ag	CDK5 inh	NSD2 inh	Wnt bcat act	PvdQ acylase	V-ATPase pH	MITF act	HTR5A ag ctr	SR-BI HDL uptake	dFosB activator
C=CCNC(=O)/C(=C\c1ccc2c(c1)OCO2)NC(=O)c1ccc(Br)cc1	7	3.1	-2	-1	4	-1	-14	-2	-1	-5
Cc1ccc(N=Nc2c(O)ccc3n[nH]nc23)cc1	17	5.3	11	28	-3	1	63	-5	-10	-3
O=C(N1CCOCC1)C12CCC3CC(CC(C3)C1)C2	2	-0.8	-2	-1	-7	0	5	-4	-20	-7
CCOc1ccc(Oc2nc(Nc3ccc(C)cc3)nc(N(C)C)n2)nn1	-1	1.3	4	-3	-14	0	-7	4	34	-1
N#Cc1nc(-c2cccs2)oc1NCC1CCCO1 (stereo not given)	-12	-1.3	/	2	-40	-1	14	1	-17	3
Cc1cc(NC(=O)CCSc2nc(-c3ccco3)cc(C(F)(F)F)n2)no1	20	-1.5	0	/	-18	-3	6	-3	31	10
COC(=O)c1sc(NC(=O)CSc2n[nH]c(N)n2)c(C(=O)OC)c1C	12	3.0	-8	-2	10	-3	4	3	18	-20
COCCNC(=O)CSc1nc2cc3c(cc2c(=O)n1Cc1ccco1)OCO3	-1	2.5	-2	/	-22	2	/	0	-12	3
O=Cc1cccn1Cc1ccccc1[N+](=O)[O-]	-1	1.0	-2	/	5	1	4	0	-37	-2
COc1ccc(C)cc1N(CC(=O)N/N=C/c1ccccc1C(=O)O)S(=O)(=O)c1ccccc1	19	-0.3	-1	/	6	2	-12	-2	-25	-3
COc1ccc(CNc2n[nH]c(NCc3ccc(OC)c(OC)c3)n2)cc1OC	7	0.4	-1	/	-14	-4	-8	-2	35	-11
COc1ccc2nc(C)c3c(c2c1)OC(C)C3 (stereo not given)	-15	-2.1	0	/	-25	6	3	3	/	-2
CCCCC1=CC2=CC(=O)C(C)(OC(=O)CC)C(=O)C2=CN1C1CCCC1 (stereo not given)	-8	-0.7	/	-1	-4	-2	5	3	7	-6
Cc1cccc(-n2c(SCC(=O)O)nc3sc4c(c3c2=O)CCC4)c1	6	-0.1	6	4	6	-5	-14	-2	-14	-4
O=C(CCc1nc2ccccc2s1)OCC(=O)N1CCN(C(=O)c2ccco2)CC1	-24	1.2	-2	7	6	-1	-3	-2	-26	-2
CCn1c(SCC(=O)N2CCCC(C)C2)nnc1-c1ccco1 (stereo not given)	-8	0.3	/	1	-7	-3	-6	3	/	-1
Cc1[nH]c(=O)[nH]c(=O)c1S(=O)(=O)N1CCCC(C(=O)NCc2ccc3c(c2)OCO3)C1 (stereo not given)	/	-2.0	-1	-2	-16	0	0	/	7	-2
CC(COc1ccc(/C=C/c2ccccc2)cc1)[N+](C)(C)C (stereo not given)	-1	-0.1	/	1	8	5	20	3	2	2
C=CCn1c(=O)n(CCC#N)c(=O)n(CCC#N)c1=O	-17	0.4	-1	-1	-18	2	/	1	-16	-5
c1ccc(-n2ncc3c(NCCCN4CCOCC4)ncnc32)cc1	-11	0.9	0	/	11	-4	/	9	1	-9
O=C(Nc1cccc(O)c1)c1cc(-c2ccc3c(c2)OCO3)on1	-16	2.2	22	4	-13	2	-45	6	-3	33*
COc1ccc2nc(NC(=O)c3cnccn3)sc2c1	21	-0.1	-3	25	-7	5	12	7	-27	0
COc1ccc(C=C(C(=O)O)c2ccc(OC)cc2)cc1	-5	1.1	0	29	-14	1	43	1	-2	4
NC(=O)CC(NC(=O)Cc1ccc(Cl)cc1)c1ccc(NC2CCCCCCC2)c([N+](=O)[O-])c1 (stereo not given)	9	1.4	/	-3	-5	0	5	-5	7	4
COc1ccccc1C(CNC(=O)CSc1ccc2ccccc2c1)N(C)C (stereo not given)	-16	-0.5	5	-2	-9	1	37	6	12	-6
O=S(=O)(Nc1ccc2nc(C(F)(F)F)[nH]c2c1)c1ccccc1	14	1.4	-1	/	-13	1	-13	14	-30	-5
COc1ccc(OCC(=O)NC(CC(=O)O)c2ccc(OC)c(OC)c2)cc1 (stereo not given)	/	-0.4	-1	5	-3	3	-8	/	-22	3
CC[C@@H](C)[C@H](NC(=O)CCc1c(C)c2cc3c4c(oc3c(C)c2oc1=O)CCCC4)C(=O)O	7	-1.5	3	0	-11	0	-3	-2	2	-8
O=C(NCc1cccnc1)Nc1cccc(F)c1	-8	1.7	-4	0	-4	0	3	-3	7	-3
Cc1ccc(OCc2cc(C(=O)NC3CCc4ccccc43)no2)cn1 (stereo not given)	-16	-1.9	/	0	-1	0	-9	6	-36	-12
Cc1c(C(=O)O)cc(C(C)(C)C)n1CCSCCO	11	1.2	2	0	-6	0	-6	-2	-11	9
CCOC(=O)CSc1cc(C)nc(N)n1	7	0.0	14	-4	6	-4	/	-3	-10	-9
COCCNC(=S)N/N=C(\C)CCc1ccc2c(c1)OCO2	21	-5.2	2	2	-9	2	2	-2	46	-16
C=CCn1c(-c2ccoc2C)n[nH]c1=S	5	-0.4	-2	/	5	0	-5	-6	-30	0
COc1ccc(NC2=C(NCCO)C(=O)c3ccccc3C2=O)cc1	-10	0.4	/	7	8	0	-5	3	8	-2
Cc1cc(C)c(-c2cc(C)nc3ncnn23)c(C)c1	-4	1.0	0	1	-9	-2	10	2	10	-1
COC(=O)c1ccc(NC(=O)c2cccc(Cl)c2)o1	11	-1.2	-1	9	-3	0	27	-4	6	-3
CCOC(=O)c1cnc2ccc(Cl)cc2c1Nc1ccc(S(=O)(=O)Nc2ncccn2)cc1	-33	-5.6	1	/	-9	3	1	6	-16	-8
C=CCN1C(=O)/C(=C\c2ccc(OC(=O)c3ccco3)c(OC)c2)SC1=S	19	0.8	23	10	-16	-1	28	-3	-10	-5
CN(Cc1ccccc1)C(=O)CN1C(=O)C2C3C=CC(C3)C2C1=O (stereo not given)	-12	-1.6	0	/	-7	1	-2	0	5	-6
Cc1c(C(=O)NCCN2CCOCC2)oc2ccc(S(=O)(=O)N3CCCCCC3)cc12	-19	0.5	-3	/	-9	-1	-2	-2	34	0
Cc1ccc2nc(-c3ccncc3)c(NC3CCCC3)n2c1	-30	-0.5	1	-2	2	0	5	11	40	-1
Cc1ccc(-n2c(SCC(=O)Nc3cc(C)on3)nc3c(c2=O)SC(C)C3)cc1 (stereo not given)	-18	-0.4	/	-3	-5	1	-3	6	-10	-8
CCOC(=O)CN1C(=O)S/C(=C/c2cc(C)n(C)c2C)C1=O	-4	-1.0	1	40*	-8	-1	88*	6	/	-2
COCCCNc1nc2ccccc2nc1NS(=O)(=O)c1ccc(F)cc1	-13	-0.1	-2	1	-16	0	5	3	-20	-5
CCOC(=O)/C(C#N)=C/c1c(N2CCN(c3ccc(OC)cc3)CC2)nc2c(C)cccn2c1=O	18	-1.5	4	-1	-10	2	-13	-5	-24	-3
CCC/C(C)=N/NC(=O)c1ccccc1O	-1	-1.2	-3	0	-10	4	-2	3	-14	-4
CN(C)CCCNC(=O)C[C@H]1C[C@H](C(=O)N2CCOCC2)[C@@]2(C)c3[nH]c4cc(CCC(=O)N(C)C)ccc4c3CCN2C1=O	-13	12	/	-2	7	-1	7	4	-19	1
CCOC(=O)c1cc2c(N)c(C(=O)c3ccc(Br)cc3)sc2[nH]c1=O	4	-3.2	-3	1	-5	-1	4	0	/	22*
CC(NC(=O)C12CC3CC(CC(C3)C1)C2)C(=O)NN=Cc1ccc([N+](=O)[O-])o1 (stereo not given)	7	-0.7	5	2	-10	-2	-61	-2	-2	-1

Other results follow.
compound	HTR5A inv ag	CDK5 inh	NSD2 inh	Wnt bcat act	PvdQ acylase	V-ATPase pH	MITF act	HTR5A ag ctr	SR-BI HDL uptake	dFosB activator
COc1ccccc1N1CCN(C(=O)CSc2nnc(NC(=O)C3CC3)s2)CC1	2	-0.6	1	-2	-4	-1	/	2	33	-5
C/C(=N\Nc1ccc(C(=O)O)cc1)c1ccc(-n2ccnc2)cc1	20	-0.5	11	14	0	0	43	2	-16	3
NS(=O)(=O)c1ccc(CCNC(=O)C(=O)c2c[nH]c3ccccc23)cc1	-35	1.1	6	-3	-7	-1	-22	4	10	-2
CC(C)Cn1c(SCC(=O)NCc2ccc(Cl)cc2)nnc1-c1cccc(S(=O)(=O)N2CCOCC2)c1	-24	-1.4	0	-5	-8	2	-7	1	11	-15
Cc1nn(C)c(C)c1/C=C(/C(=O)C(C)C)n1cncn1	11	0.6	0	1	-9	-4	/	3	-15	8
CCOc1ccc(OCCC(=O)N2CCN(S(=O)(=O)c3ccc(OCC)cc3)CC2)cc1	13	1.7	-1	-4	2	-2	10	3	-5	-11
NC(=O)c1cc([N+](=O)[O-])ccc1Nc1ccccc1	-24	1.1	/	0	-5	4	13	-2	17	8
CC1Cc2ccccc2N1C(=O)CN1CCCCC1 (stereo not given)	16	0.6	-2	-2	-13	3	8	-4	5	5
N#Cc1nc(Cc2ccccc2)oc1NCCN1CCOCC1	-15	2.4	-2	-2	15	-3	8	1	6	-2
Cc1c(C)c2cccnc2c2ncccc12	6	-1.7	5	/	13	-2	-83	-2	-5	14
Cc1ccc(-n2nc(C)c3c(C(=O)OCC(=O)N(C)C4CCS(=O)(=O)C4)cc(-c4ccccc4)nc32)cc1 (stereo not given)	6	-0.9	-2	2	9	-1	5	-1	?	-11
CCOC(=O)C1=C(CN2CCSCC2)NC(=O)NC1c1cc(C)ccc1C (stereo not given)	-13	-9.5	-1	/	-10	-2	-9	6	13	-1
COc1ccc2[nH]cc(CCNC(=O)c3ccccc3Cl)c2c1	2	0.2	35	1	-10	2	0	-1	-18	-4
COc1ccc(C(=O)Nc2ccc3ccccc3c2)cc1OC	-5	0.8	1	15	-15	4	/	1	57	-11
CCn1c(SCC(=O)OC)nnc1-c1c[nH]c2ccccc12	-16	1.0	-3	0	3	1	-7	5	/	0
CSc1nc(N(C)NC(=O)c2ccc(Cl)cc2)c2ccccc2n1	-24	-0.5	-1	/	0	3	-46	0	-14	-6
Cc1ccnn1CCC(=O)N1CCCC(Nc2ccc(F)c(F)c2)C1 (stereo not given)	-4	-0.3	4	0	3	-6	-4	-1	-14	2
CCN(CC)S(=O)(=O)c1ccc(Cl)c(NC(=O)c2ccc(C#N)cc2)c1	-14	-0.3	0	0	2	-3	-2	4	32	1

Bioassay records (PubChem BioAssay)
